# Screening data from PubChem BioAssay.
# CF NFkB inh = inhibitors of PAF-induced NF-kB signaling, primary screen, cell-based, GFP fluorescence, uHTS. KKLEB NF-kB-GFP reporter, GFP fluorescence overnight. inhibition, % at 5 µM. 360,000 tested, 0.86% active;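 active = at least 50% inhibition at 5 µM, scaled per plate between neutral and stimulator controls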;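 note: PAF is a Pseudomonas aeruginosa culture filtrate used as stimulus; plate controls were PAF-stimulated DMSO wells for no effect and unstimulated DMSO wells for full effect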
# HIF-2a block = HIF-2a reporter inhibitors, primary screen, luminescence, 786-0 RCC cells; inhibition, % at 18.8 µM; 360,000 tested, 0.72% active; 786-0 RCC cells HIF-2a reporter, luciferase luminescence, overnight;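 active = inhibition of the luminescence signal of 40% or more relative to plate controls, in a single-dose primary screen at 18.75 µM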
# Peg3 prom inh = Peg3 promoter-driven luciferase inhibitors, primary screen, cell-based, HeLa, luciferase luminescence; inhibition, % at 20 µM; HeLa PEG-Prom luciferase reporter, overnight; 360,000 tested, 1.7% active;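 active = inhibition of at least 50% at 20 µM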
# KKLEB cytotox = cytotoxicity in KKLEB CF airway cells, primary screen, cytotoxicity control for CF NF-kB inhibitor project, cell-based, uHTS, fluorescence assay plates; KKLEB CF airway cells viability, ATPlite luminescence, overnight; active compounds read low; cells stimulated with P. aeruginosa culture filtrate; 360,000 tested, 0.36% active; activity change (cytotoxicity), % at 5 µM; AID 602141, 2011;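 active = corrected activity change at or below -50% at 5 µM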
# MITF TRPM1 inh = inhibitors of MITF-dependent TRPM1 promoter reporter, primary screen, cell-based, SK-MEL-5, single point, luciferase; 330,000 tested, 0.83% active; inhibition, % at 12.5 µM; SK-MEL-5 TRPM1 promoter luciferase, 24 h;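 active = mean inhibition across replicates of 60% or more, whatever share of single replicates reaches that level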; note: values of inactives mirror those of a sister screen read the other way
# TROY signal inh = inhibitors of TROY-driven NF-kB signaling, primary screen, Q293 LMP1-TROYcd cells, NF-kB luciferase, uHTS; inhibition, % at 10 µM; 360,000 tested, 0.98% active; AID 1347056, 2019; Q293 LMP1-TROYcd NF-kB luciferase reporter, 4 h;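 active = compounds whose plate-normalised and pattern-corrected inhibition of the luciferase reporter signal at the single screening dose is 50% or more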
# TWEAK Fn14 block = inhibitors of TWEAK-Fn14 signaling, primary screen, luciferase reporter cells, uHTS; TWEAK-stimulated Fn14 reporter cells, luciferase luminescence, 8 h; inhibition, % at 10 µM; 360,000 tested, 2% active; AID 1159606, 2016; in the data active = inhibition above about 50%
# TRAIL sens C8 = viability loss with TRAIL in NB7+C8 cells, primary screen, TRAIL sensitizer project, cell-based, ATPlite luminescence. inhibition (viability loss, TRAIL sensitization), % at 10 µM. 360,000 tested, 1% active. AID 624354, 2012;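 active = compounds causing at least 50% loss of cell viability in the single-dose screen, relative to plate controls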
# Shn3 inh set2 = reduction of Shn3 3'UTR firefly luciferase signal, primary screen, Schnurri-3 inhibitor project, cell-based, Clone20 osteoblasts, set 2. Clone20 osteoblast Shn3 3'UTR firefly luciferase, 24 h. inhibition, % at 12.5 µM. 360,000 tested, 0.52% active;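 active = mean inhibition of at least 75% with every replicate also reaching 75%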;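 note: 0% = median of neutral control wells and 100% = pilot-screen positive control compound; some compounds past the cut are filed as inactive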
# NR2E3 ag-1 = inhibitors of NR2E3-RetCOR corepressor binding, primary screen, NR2E3 agonist project, biochemical, TR-FRET, GST-NR2E3, biotin-RetCOR; inhibition of corepressor binding, % at 4.78 µM; 1536-well; 320,000 tested, 0.12% active; AID 2300, 2010;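 active = percent inhibition above the cutoff of mean plus 3 SD of all tested compounds, set per screening campaign, cut at about 20% in these data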;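 note: 0% = DMSO wells and 100% = biotin wells as full block of FRET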
# Target sequence (Q9Y5X4 whole entry, looked up): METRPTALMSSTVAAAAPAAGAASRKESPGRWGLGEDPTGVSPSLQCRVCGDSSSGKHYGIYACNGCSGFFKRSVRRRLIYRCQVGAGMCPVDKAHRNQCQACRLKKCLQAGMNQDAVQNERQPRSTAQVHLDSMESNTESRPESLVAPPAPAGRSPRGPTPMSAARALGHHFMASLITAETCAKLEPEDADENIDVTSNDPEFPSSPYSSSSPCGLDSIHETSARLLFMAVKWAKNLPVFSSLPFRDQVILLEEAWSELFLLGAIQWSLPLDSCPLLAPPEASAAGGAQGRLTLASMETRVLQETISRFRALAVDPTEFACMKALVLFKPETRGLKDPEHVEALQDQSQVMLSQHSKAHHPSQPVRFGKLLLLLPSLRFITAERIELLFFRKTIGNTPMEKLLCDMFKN
#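 Test system: GST-NR2E3 and biotin-RetCOR proteins | Quantity: 1.35 nM GST-tagged NR2E3 final | Medium: Tris pH 7.5 | Also added: 7 nM biotin-RetCOR | Dosing: Compound at 4.8 µM, single dose | Timing: 5 h at 4 °C | Detection: Time-resolved FRET | Read-out basis: Percent inhibition | Benchmarks: Biotin wells as high control, 0.6% DMSO wells as low control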
# NR2E3 ag-2 = NR2E3 agonists in two-hybrid cells, primary screen, cell-based, luminescence, CHO-S, Gal4-NCOR/VP16-NR2E3. luciferase. 360,000 tested, 0.35% active. inhibition of corepressor binding, % at 3.98 µM. AID 602229, 2012. Photoreceptor-specific nuclear receptor (Homo sapiens), Q9Y5X4;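 active = inhibition above the mean of all tested compounds plus 3 SD, cut at about 70% in these data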;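 note: 0% = DMSO with NR2E3 transfected cells and 100% = cells lacking NR2E3 construct; higher means lower luciferase signal from less NR2E3 corepressor binding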
# Numbers without * were called inactive; x = not tested or not shown.
SMILES,CF NFkB inh,HIF-2a block,Peg3 prom inh,KKLEB cytotox,MITF TRPM1 inh,TROY signal inh,TWEAK Fn14 block,TRAIL sens C8,Shn3 inh set2,NR2E3 ag-1,NR2E3 ag-2
Cc1[nH]c2ccccc2c1C(=O)COC(=O)Cn1c(C)nc2ccccc21,-5.9,24.4,1.0,1.1,4.5,-10.2,0.1,4.7,-10.9,1.2,20.2
c1ccc2c(c1)nc(Nc1ccc(N3CCCCC3)cc1)c1nncn12,-10.4,-95.0,-52.3,-5.5,-10.4,35.6,50.9*,12.0,3.3,-0.8,-47.6
Cc1cc2ccccn2c1C(=S)NC(=O)c1ccccc1,-20.0,-57.7,-22.7,5.5,22.2,-30.8,-11.9,14.8,-15.8,-3.9,-24.3
COc1ccc(CNC(=O)[C@H](C)NC(=O)N2CCn3c2nc2ccccc23)cc1,-17.3,9.5,2.0,-0.1,13.3,-1.6,6.5,-4.6,10.9,-0.3,39.4
COc1ccccc1/C=C(\NC(=O)c1ccc(OC)c(OC)c1)C(=O)Nc1cccc([N+](=O)[O-])c1,-15.3,6.8,26.4,-14.2,1.9,7.4,-36.1,-13.9,13.4,4.7,-19.9
Cc1ccnc(N2C(=O)c3ccccc3C2Nc2cccc(C)c2C)c1 (stereo not given),-19.1,-63.5,-27.8,4.1,x,-55.3,-17.9,-5.9,-1.2,-0.7,-68.3
Cc1cccc(OCC(=O)Nc2ccc3oc(=O)ccc3c2)c1C,13.6,-16.1,5.6,-12.9,-6.3,1.0,16.0,3.7,-0.8,-8.9,10.3
Cn1c(=O)cc(N2CCc3ccccc32)[nH]c1=O,-30.4,3.8,-0.3,6.7,2.4,-5.1,18.1,14.1,-24.9,0.2,-12.6
CCc1nc(N2CCOCC2)c(C#N)c2c1COC(C)(C)C2,-6.7,14.3,21.3,1.0,-2.5,x,46.4,2.2,0.8,0.0,7.4
O=C(NC12CC3CC(CC(C3)C1)C2)C1CCCN1C(=O)NC1CCCCC1 (stereo not given),-8.3,14.4,10.4,11.1,4.3,-14.3,13.0,6.8,5.7,5.3,-9.3
Cc1ccc(CSc2nc3ccncc3n2CC(=O)Nc2cc(C)cc(C)c2)cc1,-5.8,-190.0,-140.6,-15.5,-31.6,-60.1,-0.9,50.7*,-63.2,4.9,-34.9
Cc1ccc(NC(=O)Cn2c(=O)ccn(Cc3ccccc3)c2=O)cc1S(=O)(=O)N1CCOCC1,15.9,10.5,-2.7,18.0,-2.0,-19.4,17.2,2.5,-8.8,x,-20.6
CC(=O)Nc1cccc(NC(=O)CCn2cnc3cc(C)c(C)cc32)c1,10.6,10.5,-7.0,2.1,11.6,-2.0,9.4,7.7,-5.1,0.9,16.3
CCOC(=O)C1(C)CCCCCN1C(=O)c1snnc1C (stereo not given),-11.8,-2.4,6.8,6.4,x,5.9,8.9,-10.9,-13.3,x,15.3
N#Cc1c(-c2ccccc2)nc(SCc2ccc(Cl)cc2)[nH]c1=O,1.9,16.9,4.8,7.4,-10.1,51.3*,-14.1,6.7,-4.3,5.6,72.2*
O=C(Nc1cc(Cl)ccc1-n1cncn1)c1ccc(F)c(S(=O)(=O)N2CCOCC2)c1,-23.5,15.9,-1.7,5.7,5.7,-1.9,-10.7,3.5,6.0,2.2,-54.0
CCOC(=O)N1CCN(C(=O)CSC2=NS(=O)(=O)c3cc(F)ccc3N2)CC1,3.5,7.0,2.5,4.0,-0.7,-9.6,6.4,11.2,7.4,0.3,18.7
COc1ccc(CC(N)c2csc(NC(=O)Nc3cc(OC)ccc3OC)n2)cc1 (stereo not given),-12.9,0.8,93.7*,4.7,x,8.3,-10.0,0.2,-13.2,x,-0.5
N#C/C(=C/c1ccc(-c2cccc([N+](=O)[O-])c2)o1)C(=O)Nc1nc(-c2cccs2)cs1,-21.3,-7.2,-5.8,16.4,5.3,-0.8,-38.8,0.0,6.0,x,-0.1
Cc1ccc(-c2cc(Cc3ccccc3)c(=O)[nH]n2)cc1,-7.3,-15.7,-3.2,-8.9,5.7,-38.4,4.4,-15.0,2.0,3.2,0.5
COc1cccc(OCc2cc(/C=N/Nc3ccc(C(=O)O)cc3)ccc2OC)c1,32.2,-32.7,-137.6,-6.2,6.3,-10.4,2.7,-0.1,39.6,-1.4,-45.4
CCC(C)(C)NC(=O)CN(C(=O)c1csnn1)c1cccc2c1CCCC2,1.9,7.1,11.3,-5.9,1.7,2.7,-3.2,-2.0,-4.3,1.6,-14.7
CCCCC(=O)NC1=C(C(=O)OC)SCC1,0.0,6.4,2.2,-2.1,-2.3,-14.6,-14.3,-10.3,-1.0,-3.5,-15.1
O=C(COC(=O)c1ccc(O)cc1)Nc1ccccc1-c1ccccc1,20.7,-1.9,-3.0,-19.6,-3.5,33.8,34.1,-11.4,41.6,4.4,-7.5
CCCCOC(=O)c1ccc(NC(=O)C(=O)NCc2ccccn2)cc1,1.3,-2.0,8.9,-3.0,0.9,-14.9,-4.9,6.3,33.5,-0.3,-38.6
CCN(CCO)Cc1csc2cc(C)ccc12,-14.5,4.8,3.0,4.4,5.7,10.3,45.6,6.6,11.3,2.8,12.7
CC(Oc1ccc(Cl)cc1Cl)C(=O)OCn1nnc2ccccc2c1=O (stereo not given),-3.6,8.6,13.1,1.6,7.2,-10.7,6.5,-7.9,9.4,-3.1,-24.0
O=C(/C(C=Nc1cc2c(oc1=O)CCCC2=O)=C(\O)c1ccccc1)c1ccccc1,9.4,-130.6,-20.1,3.3,-11.0,-47.4,-11.7,-3.0,-16.5,1.2,-36.5
COc1ccc(NC(=O)C2CCC(CNS(=O)(=O)c3cccs3)CC2)cc1 (stereo not given),-10.6,1.3,10.9,6.4,1.3,8.0,-10.8,10.0,-27.1,0.0,-23.2
CCC1Oc2ccccc2C(=O)N(CC(=O)c2ccc3c(c2)OCCO3)C1=O (stereo not given),13.5,-201.7,-173.2,9.0,-50.3,-34.7,-39.6,16.4,-65.5,-0.5,-81.3

# Single entries from the list:
# TRAIL sens C8, CCOC(=O)N1CCN(C(=O)CSC2=NS(=O)(=O)c3cc(F)ccc3N2)CC1 reads 11.2
# TROY signal inh, CCCCC(=O)NC1=C(C(=O)OC)SCC1 reads -14.6
# TWEAK Fn14 block, N#C/C(=C/c1ccc(-c2cccc([N+](=O)[O-])c2)o1)C(=O)Nc1nc(-c2cccs2)cs1 reads -38.8
# HIF-2a block, CCC(C)(C)NC(=O)CN(C(=O)c1csnn1)c1cccc2c1CCCC2 reads 7.1
# Shn3 inh set2, CC(Oc1ccc(Cl)cc1Cl)C(=O)OCn1nnc2ccccc2c1=O (stereo not given) reads 9.4
# TWEAK Fn14 block, Cc1ccc(-c2cc(Cc3ccccc3)c(=O)[nH]n2)cc1 reads 4.4

# Additional records:
SMILES,CF NFkB inh,HIF-2a block,Peg3 prom inh,KKLEB cytotox,MITF TRPM1 inh,TROY signal inh,TWEAK Fn14 block,TRAIL sens C8,Shn3 inh set2,NR2E3 ag-1,NR2E3 ag-2
Cc1ccc2nc(SCC(=O)Nc3cc([N+](=O)[O-])ccc3F)[nH]c2c1,-10.6,-31.2,0.8,-16.5,22.5,7.7,28.0,-3.2,17.0,0.0,-29.6
CCOC(=O)C1CCCN(S(=O)(=O)c2ccc(Cl)nc2)C1 (stereo not given),-17.9,-4.1,9.0,5.5,-5.4,-4.8,-5.0,-4.7,5.1,1.4,9.6
CCOC(=O)c1c(/N=C/C2=C(O)CCCC2=O)sc(C)c1C,7.8,-5.8,0.9,-1.1,-5.4,-38.6,-5.4,0.5,6.1,-1.9,7.9
O=C(Nc1nnc([C@@H]2C[C@H](O)[C@@H](CO)O2)s1)Nc1ccccc1Oc1ccccc1,-7.6,-5.9,-15.5,7.5,x,-15.5,-12.3,-1.8,2.8,x,-45.3
CCc1nnc(NC(=O)c2cccs2)s1,-12.1,-159.6,-96.8,11.3,-32.4,-29.5,-6.8,0.2,-59.5,3.8,-67.0
CCc1ccc(OCc2ccc(C(=O)O)o2)cc1,-10.6,36.4,29.1,9.3,-0.9,-23.3,53.9*,18.9,-14.9,2.0,-120.5
Cc1ccc(C)c(C(=O)CCC(=O)NNC(=O)c2cccs2)c1,8.6,7.7,-9.1,-1.9,-4.4,-1.6,9.9,12.0,-11.5,x,-20.0
CNc1nc(-c2ccc3c(c2)CCN3C(=O)c2ccccc2C)cs1,-25.8,-302.7,-262.4,1.3,-145.1,-7.5,-33.7,8.1,-68.5,-3.3,-54.8
CCOC1=C/C(=C/c2c(N)n3nc(-c4ccccc4)sc3nc2=O)C=CC1=O,5.5,0.9,-5.5,-10.7,-4.2,28.0,-18.9,-25.6,5.7,x,-16.3
COc1cc2c(cc1OC)-c1cc3ccc(OC)c(OC)c3c[n+]1CC2,-21.8,9.4,-4.3,19.2,-0.8,1.3,-32.0,-8.9,-4.6,2.1,-4.4
CC(C)CN(C(=O)COC(=O)Cc1n[nH]c(=O)c2ccccc12)C1CCS(=O)(=O)C1 (stereo not given),4.3,-6.6,-7.2,-3.3,-5.2,-22.9,8.1,7.9,5.4,0.7,-10.2
CCOC(=O)c1c(C)[nH]c(C)c1C(=O)CSc1nnnn1-c1ccccc1,10.0,2.3,22.8,3.5,-2.8,-18.7,4.2,-6.4,-19.2,-1.7,2.9
Cn1nccc1NC(=O)NC(=O)c1c(Cl)cccc1Cl,-5.7,19.9,6.3,-6.1,1.1,14.0,15.2,-15.4,-10.1,0.8,-12.0

# With a hit mark in NR2E3 ag-2, of those listed so far:
Molecule	CF NFkB inh	HIF-2a block	Peg3 prom inh	MITF TRPM1 inh	TWEAK Fn14 block	Shn3 inh set2	NR2E3 ag-1	NR2E3 ag-2
N#Cc1c(-c2ccccc2)nc(SCc2ccc(Cl)cc2)[nH]c1=O	1.9	16.9	4.8	-10.1	-14.1	-4.3	5.6	72.2*

# The list is partial (hit frequency here may not be typical).
